Mito fusion yeast = mitochondrial division inhibition or fusion activation; 0.23% of 320,000 active; Potency, µM (highest dose often 46.1 µM), for the others: at the top dose growth rescue (activation), usual class: activators; S. cerevisiae fusion-defective mutant growth rescue, CellTiterGlo 48 h; AID 485298;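 further: potency means the concentration at half of the fitted maximal effect; % of control where 0% means no effect; nearly all actives have a fitted effect of over 45% in size; temperature-sensitive fusion mutants such as fzo1-1 at 37 °C on non-fermentable ethanol glycerol medium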
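Read-out: ATP-based luminescence (CellTiterGlo, 10 min ambient) reporting growth of fusion-defective ts yeast after 48 hours at 37C on glycerol/ethanol YPEG medium in the presence of compound.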
RORgamma inh = ROR gamma (mouse) transcription inhibition | P51450 | 5.4% of 310,000 active | Potency, µM (doses to about 53.6 µM), without a hit: top-dose activity change, negative = inhibition, hits mostly inhibitors | Drosophila S2 Gal4-RORgamma UAS-luciferase reporter, 20 h; further: potency means the concentration at half of the fitted maximal effect; on the % scale 0 is the no-effect control and ±100 the full control effect; nearly all actives have a fitted effect of over 60% in size
Target sequence (P51450 whole entry, looked up, the tested form may be a part): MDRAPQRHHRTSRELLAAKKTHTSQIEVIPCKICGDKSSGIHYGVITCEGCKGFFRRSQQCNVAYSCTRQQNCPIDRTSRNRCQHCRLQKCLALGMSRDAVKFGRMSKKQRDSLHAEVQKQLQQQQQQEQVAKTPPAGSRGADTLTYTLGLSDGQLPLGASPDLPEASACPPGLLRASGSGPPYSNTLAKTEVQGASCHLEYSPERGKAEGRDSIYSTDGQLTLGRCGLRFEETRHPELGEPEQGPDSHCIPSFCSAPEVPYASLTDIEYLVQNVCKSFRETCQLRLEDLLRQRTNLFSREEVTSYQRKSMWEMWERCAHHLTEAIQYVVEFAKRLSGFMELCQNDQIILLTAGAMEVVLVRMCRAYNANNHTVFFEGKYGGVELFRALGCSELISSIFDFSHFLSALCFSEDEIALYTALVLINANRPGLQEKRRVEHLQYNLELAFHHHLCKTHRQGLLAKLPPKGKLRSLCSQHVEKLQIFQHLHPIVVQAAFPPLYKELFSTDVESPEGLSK
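Drosophila Schneider cells stably carrying a metallothionein-driven Gal4 DBD–ROR gamma fusion and a UAS-Photinus luciferase reporter were exposed to compound for 1 hr, then induced with copper sulfate (700 uM final) for 20 hr at ambient temperature before luminescence reading.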
PKM2 act = PKM2 (human) enzyme activation; P14618; purified PKM2, Kinase-Glo ATP luminescence, activation; response scale: 0% is enzyme alone, no compound; Potency, µM (highest dose often 57.5 µM), inactives show at the top dose activation, hits mostly activators; 0.34% of 260,000 active; AID 1631; further: potency means the concentration at half of the fitted maximal effect; on the % scale 0 is the no-effect control and ±100 the full control effect; nearly all actives have a fitted effect of over 55% in size
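Purified hPK-M2 (>95% pure) converted ADP (0.1 mM final) to ATP with 0.5 mM PEP in 50 mM imidazole pH7.2, KCl, MgCl2, Tween 20, BSA; 1 h at room temperature. ATP detected by Kinase-Glo luminescence.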
VP16 counter = inhibits Gal4-VP16 luciferase reporter, ROR gamma counter-screen. 3.5% of 310,000 active. Potency, µM (highest dose often 53.6 µM), inactives show at the highest dose activity, negative = inhibition, most hits filed as inhibitors. Drosophila S2 Gal4-VP16 UAS-luciferase, luminescence, 20 h. AID 2546;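 further: Gal4-VP16 expression switched on by copper sulfate through the metallothionein promoter; potency means the concentration at half of the fitted maximal effect; on the % scale 0 is the no-effect control and ±100 the full control effect; nearly all actives have a fitted effect of over 50% in size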
KCNH2 3.1 block = blocks the human KCNH2 3.1 channel isoform; 0.95% of 340,000 active; U2OS KCNH2 3.1, thallium flux FluxOr; stronger effect = lower value; activity change, % (tested at about 1.8 µM); AID 720553;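 active means maximum activity change below -70%; inconclusive means maximum activity change from -70% to -50%; inactive means maximum activity change above -50%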;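 further: thallium influx rate constant from kinetic fluorescence after stimulation buffer; on the % scale 0 is the no-effect control and ±100 the full control effect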
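Kinetic fluorescence (2 min after stimulation buffer) measures Tl+ influx through KCNH2 3.1 expressed by viral transduction in U2OS cells; the rate constant is normalized against DMSO controls serving as positive and negative references.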
FLuc counter = firefly luciferase modulation, counter-screen for miR-21 project; P08659; purified FLuc, Km substrates, luminescence inhibition; Potency, µM (titrated, usually from 57.5 µM), for inactives: at the highest dose activity change, negative = inhibition, actives largely listed as inhibitors; 6.9% of 360,000 active;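 further: potency means the concentration at half of the fitted maximal effect; plate controls were vehicle for no effect and reference inhibitor for full effect; nearly all actives have a fitted effect of over 55% in size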
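Purified P. pyralis luciferase, 10 nM final, with Km-level 10 uM D-luciferin and 10 uM ATP in 50 mM Tris acetate pH 7.5, 10 mM Mg acetate, 0.01% Tween-20, 0.05% BSA; 6-point qHTS titration about 60 µM downward; luminescence read.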
Menin MLL FP TR = inhibitors of human menin-MLL interaction, mutant MLL peptide; O00255; Menin + Texas Red MLL mutant peptide, fluorescence polarization; Potency, µM (top dose mostly 61.6 µM), inactives show top-dose FP activity change, negative = inhibition, most hits filed as inhibitors; 0.23% of 270,000 active; AID 1768; active means well fitted inhibition curve with a large enough effect in the polarisation, with a control signal flat, not every such curve was filed as active; inconclusive means small, poorly fitted or top-dose-only effect, or effect the other way, or a change in a side signal; inactive means no such curve, though single readings can be large or run the other way; the % refers to the polarisation; further: potency means the concentration at half of the fitted maximal effect; % of control where 0% means no effect; many of its hits are not listed in these tables
Rab9 promoter act = activates the Rab9 promoter; Huh7 Rab9 promoter-luciferase reporter, luminescence, 24 h; Potency, µM (highest dose often 9.22 µM), without a hit: top-dose activation, negative = inhibition, most hits filed as activators; 2.8% of 320,000 active; further: potency means the concentration at half of the fitted maximal effect; % of control where 0% means no effect; nearly all actives have a fitted effect of over 60% in size
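Stable Rab9-luc Huh7, 1500 cells/well, 2 h settle; cmpd in DMSO, 24 h, 37 °C/5% CO2; luciferase reagent 10 min RT; luminescence.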
NPC1 promoter act = activates the NPC1 promoter. Huh7 NPC1 promoter luciferase reporter, 24 h. Potency, µM (top dose mostly 9.22 µM), for inactives: at the top dose activation, most hits filed as activators. 2.4% of 320,000 active;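 further: potency means the concentration at half of the fitted maximal effect; % of control where 0% means no effect; nearly all actives have a fitted effect of over 60% in size; reporter is driven by a mutant NPC1 promoter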
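NPC1 promoter–luciferase Huh7 cells; 24 h compound; luminescence.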
ELG1 DNA repair = inhibitors of ELG1-dependent DNA repair in HEK293T cells; Potency, µM (titrated, usually from 46.1 µM), inactives show at the top dose activity change, negative = inhibition, hits mostly inhibitors; HEK293T ELG1-luciferase reporter, luminescence, 16 h; DNA damage induced by 5-fluorouridine; 2.3% of 330,000 active; AID 504467; further: potency means the concentration at half of the fitted maximal effect; on the % scale 0 is the no-effect control and ±100 the full control effect; nearly all actives have a fitted effect of over 55% in size
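DMSO vehicle served as the neutral condition. Each well held 2,000 cells given 5-fluorouridine plus compound; after 16 hr at 37 °C/5% CO2, ONE-Glo was added and luciferase measured 30 min later.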
MBNL1 CUG block = inhibitors of human MBNL1 binding to CUG repeat RNA. AID 2675. TR-FRET MBNL1-His/biotin-(CUG)12 binding, 665/545 ratio. Q9NR56. Potency, µM (series often up to 57.5 µM), for inactives: at the top dose activity change, negative = inhibition, usual class: inhibitors. 0.036% of 280,000 active; active means well fitted inhibition curve with a large enough effect in the signal ratio, with a control signal flat, not every such curve was filed as active; inconclusive means small, poorly fitted or top-dose-only effect, or effect the other way, or a change in a side signal; inactive means no such curve, though single readings can be large or run the other way; the % refers to the signal ratio; further: potency means the concentration at half of the fitted maximal effect; on the % scale 0 is the no-effect control and ±100 the full control effect
Target sequence (Q9NR56 whole entry, looked up): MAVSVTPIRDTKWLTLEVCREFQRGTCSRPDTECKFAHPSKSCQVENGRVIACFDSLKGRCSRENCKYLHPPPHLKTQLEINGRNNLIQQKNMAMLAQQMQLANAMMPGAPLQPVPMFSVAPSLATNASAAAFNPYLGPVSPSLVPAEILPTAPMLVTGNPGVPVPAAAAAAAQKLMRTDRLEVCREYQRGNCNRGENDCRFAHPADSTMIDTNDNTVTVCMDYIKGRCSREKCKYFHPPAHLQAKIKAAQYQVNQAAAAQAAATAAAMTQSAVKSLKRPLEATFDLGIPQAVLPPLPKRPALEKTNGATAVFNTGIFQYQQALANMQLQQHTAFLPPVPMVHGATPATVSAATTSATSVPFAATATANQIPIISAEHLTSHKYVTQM
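Inhibition of protein-RNA binding appears as loss of TR-FRET between terbium anti-His antibody on MBNL1-His and streptavidin-XL665 on biotin-(CUG)12. Activity is normalized to buffer-only and uninhibited-complex controls.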
An asterisk follows results filed as active; ? = inconclusive; / = not tested or not shown; [ ] = dose if it differs, or a comment. Unless noted, the call rests on the fitted dose curve; in most records, active means well fitted curve in the direction sought with a large enough effect; inconclusive means small, poorly fitted or top-dose-only effect, or another doubt; inactive means no such curve, though single readings can be large; an effect the other way counts as inactive or inconclusive.

SMILES	Mito fusion yeast	RORgamma inh	PKM2 act	VP16 counter	KCNH2 3.1 block	FLuc counter	Menin MLL FP TR	Rab9 promoter act	NPC1 promoter act	ELG1 DNA repair	MBNL1 CUG block
C#CCOCCOCCOCCNc1nc(N2CCN(C(=O)[C@H](CCC(=O)O)n3cc(C(N)Cc4ccc(O)cc4)nn3)CC2)nc(N2CCN(C(=O)[C@H](CCCCN)n3cc(C(N)[C@H](C)CC)nn3)CC2)n1 (stereo not given in full)	-66%[inhibitor]	-6%	-9%	-9%	/	0%	/	-7%	1%	11%	11%
O=C(C1=C(O)C(=O)N(Cc2ccco2)C1c1cccnc1)c1cc2ccccc2o1 (stereo not given)	-4%	28%	?	11%	-10	-1%	-6%	10%	-1%	?	75%[activator]
COc1ccc(NC(=O)Nc2ccc(OCc3ccccc3)cc2)cn1	19%	9%	/	19%	-24	-1%	?	-1%	-2%	-1%	0%
Cn1c(SCC(=O)N2CCCCCC2)nc2c(c1=O)SCC2	3%	-13%	-5%	7%	3	-1%	/	-3%	-4%	8%	?
O=C(O)c1ccc2oc(=O)c(S(=O)(=O)c3ccccc3)cc2c1	-1%	0%	/	1%	-1	1%	7%	-9%	0%	10%	?
O=S(=O)(c1cnccc1N1CCN(CCO)CC1)N1CCCCC1	1%	?	7%	5%	-2	6%	/	1%	1%	?	-7%
COc1ccc(N(Cc2ccccc2)N=O)cc1	3%	-6%[1.91 µM]	5%	1%	7	-19%	-2%	-3%	-2%	?	7%
COc1ccc(CC(O)CC2c3c(cc4c(c3OC)OCO4)CCN2C)cc1 (stereo not given)	-2%	-25%	/	-6%	-97*	0%	?	2%	-3%	6%	0%
COc1ccc(C(=O)C2CCN(C(=O)Nc3ccc(C)cc3)CC2)cc1	6%	41%	-7%	-7%	1	4.8µM*	3%	14%	10%	-6%	-5%
CN(NC1OC(=O)c2ccccc21)c1ncc(Cl)cc1C(F)(F)F (stereo not given)	3%	39%	-1%	7%	-5	-4%	/	0%	1%	-16%	/
CC#CCCC(=O)N1C=Cc2ccccc2C1C#N (stereo not given)	-2%	-16%	1%	-8%	3	0%	6%	-6%	-3%	-5%	13%
Cc1nn(S(=O)(=O)N2CCCCC2)c(C)c1Br	7%	-1%	1%	0%	11	-3%	-2%	-4%	-3%	2%	-7%
O=C(c1ccccc1)c1ccc2nc(-c3ccco3)c(-c3ccco3)nc2c1	4%	21%	3%	?	-10	5.4µM*	?	?	24%	?	?
CN(CC(=O)NCCc1ccccc1)S(=O)(=O)c1ccccc1	-4%	38%	-34%	-2%	-3	2%	-18%	2%	6%	13%	-5%
CN(CC(=O)Nc1ccc2c(c1)OCCO2)S(=O)(=O)c1ccc(Br)s1	5%	42%	5%	?	-10	?	-2%	0%	2%	-3%	4%
O=[N+]([O-])c1ccc2nc(-c3ccccc3)oc2c1	0%	44%	4%	-2%	4	9.5µM*	?	3.2µM*	2.8µM*	?	?
O=S(=O)(NCC(c1ccco1)N1CCN(c2ccccc2)CC1)c1ccc(F)cc1 (stereo not given)	13%	-8%	-7%	0%	-3	1%	3%	-2%	0%	-1%	1%
C[C@H](NC(=O)c1cc2cc(Cl)ccc2n1C)C(=O)N1CCC[C@H]1C(=O)O	-1%	0%	-1%	3%	-7	0%	4%	0%	-4%	-3%	-2%
Cc1cc(C)n2ncc(C(=O)O)c2n1	-3%	-8%	-10%	3%	0	1%	12%	2%	-3%	2%	-12%
CCOC(=O)N1CCN(C(=O)c2cc3c(=O)n4ccccc4nc3s2)CC1	0%	-3%	-9%	3%	6	6%	/	8%	0%	3%	14%
O=C(COC(=O)c1ccc(Cl)c(S(=O)(=O)N2CCCCC2)c1)NCC1CCCCC1	0%	/	/	/	2	-8%	/	0%	0%	13%	/
CC(=O)c1ccccc1OCC(O)Cn1ccnc1 (stereo not given)	29%	-2%	/	-4%	-2	0%	?	-5%	1%	-5%	-1%
N#Cc1c(NCCN)nc(NCc2ccccc2)c2c1CCN(Cc1ccccc1)C2	1%	4%	-2%	-3%	3	-4%	-7%	-2%	10%	13µM*	7%
COc1ccccc1C(=O)NNC(=O)C1CC=CCC1 (stereo not given)	0%	15%	2%[11.5 µM]	9%	-1	-15%	16%	18%	27%	?	-4%
CC(C)(C)c1nnc2sc(SCC(=O)c3ccc(Cl)cc3)nn2c1=O	0%	24%	-2%	-11%	15	-5%	?	-3%	8%	?	-6%
CSc1ccccc1NC(=O)c1cccc(S(=O)(=O)N2CCN(C)CC2)c1	0%	25%	8%	3%	-13	?	/	11%	19%	?	9%
Cc1onc(C(=O)NN)c1-c1csc(COc2ccccc2)n1	-1%	-3%	2%	-2%	-8	-4%	/	1%	-1%	?	-4%
CCN(CC)S(=O)(=O)c1ccc(OC)c(NC(=O)CCS(=O)(=O)Cc2ccccc2)c1	0%	-1%	1%	-4%	/	3%	1%	0%	-4%	-2%	6%
Cc1cc(NC(=O)CSc2nnc(-c3ccccc3)c(-c3ccccc3)n2)no1	-10%	-11%	3%	16%	-11	1%	5%	-21%	-32%[inhibitor]	?	37%[activator]
O=c1[nH]cnc2sc3c(c12)CCCC3	11%	23%	-5%	-7%	-4	-10%	-39%	0%	8%	?	-7%
O=C(COC(=O)COc1ccccc1F)Nc1ccc(Cl)cn1	-3%	-1%	-8%	-2%	-10	-8%	/	-2%	-2%	10%	/
O=C(CSc1nnc(-c2ccc(F)cc2)o1)N1CCCC1	-1%	2%	/	1%	-4	?	/	?	?	?	1%
Cc1ccc(-c2nc(Nc3cccc(O)c3)c3ccccc3n2)cc1	?	0%	/	-12%	-4	21µM*	?	-7%	2%	21µM*	-7%
CN(C(=O)CSc1nnc(CN2CCCC2)n1Cc1ccccc1)c1ccccc1	-14%	/	/	/	0	7%	/	-2%	3%	16%	/
COc1ccc(C(C)=O)cc1COC(=O)CNC(=O)c1ccc(Cl)cc1	1%	?	-2%	6%	-6	6%	-18%	6%	-2%	7%	?
COCCCNc1nc2c(-c3cccc(C)c3)nnn2c2ccccc12	-2%	-11%	4%	-21%	8	0%	26%	-9%	1%	-13%	31%[activator]
Cc1ccc(S(=O)(=O)N2CCCCC2)cc1C(=O)N(CCc1ccccc1)Cc1ccccc1	28%	/	/	/	-19	5%	/	-3%	1%	-18%	/
CCOc1ccc(-c2cn3ccccc3n2)cc1[N+](=O)[O-]	-1%	-14%	-2%	-17%	-3	2.7µM*	14%	2.2µM*	3.5µM*	?	32%[activator]
Cc1cc(=O)n2nc(N3CCC(C(=O)Nc4cccc(Cl)c4C)CC3)sc2n1	-10%	-8%	/	2%	20	-2%	9%	-4%	2%	-7%	0%
O=C(CN(C(=O)CNC(=O)c1cccs1)c1ccccc1F)NC1CCCC1	2%	-9%	/	1%	1	0%	-7%	-2%	-3%	-2%	-3%
COC(=O)N1CCCc2cc(C)ccc21	-1%	-7%	1%	-13%	20	2%	-3%	-5%	-5%	0%	-7%
COc1cccc(C2CC(c3ccccc3)Nc3ncnn32)c1 (stereo not given)	0%	?	-9%	-7%	-14	1%	?	9%	1%	0%	-7%
COc1ccc(CN2C(=O)CN=C2Nc2cccc(C)c2C)cc1	0%	-7%	?	4%	11	4%	0%	1%	-6%	5%	-6%
O=[N+]([O-])c1ccc(O)c(Nc2c([N+](=O)[O-])ccc3nonc23)c1	-10%	117%	/	-19%	33	?	/	-2%	1%	?	?
Cc1cc(NC(=O)COn2nnc3ccc(S(C)(=O)=O)cc32)ccc1Br	-9%	33%	-1%	1%	4	-11%	/	-1%	-3%	-1%	6%
COc1cc(/C=C/C(=O)c2cccc([N+](=O)[O-])c2)cc(OC)c1OC	1%	16µM*	4%	?	7	-1%	-13%	-7%	-2%	?	?
CC(C)CNC(=O)C1CCN(Cc2ccc(OCc3ccccc3)cc2)CC1	15%	-8%	4%	26%	0	17µM*	-10%	?	24%	?	-25%
CCn1c(=O)n(CC)c2cc(N3CCCC3)c(NC(=O)c3cccc(Cl)c3)cc21	29%	-3%	1%[0.46 µM]	-14%	-1	1%	-10%	-9%	-6%	?	1%
CC(C)c1nc(SCC(=O)Nc2nc3c(s2)CCCC3)c2ccccc2n1	?	?	-5%	?	-13	6%	1%	?	-3%	-3%	3%

Screening results as filed in PubChem.

An excerpt. The share of hits here may be higher or lower than overall.
